Source: PubChem BioAssay (several laboratories)
Rpn11 inh = Rpn11 (human) deubiquitinase inhibition. O00487. human 26S proteasome, Ub4-pepOG fluorescence polarization; 20S core pre-blocked with epoxomicin. calls only at 20 µM. 360,000 compounds, 0.59% hits. AID 588493;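 active = inhibition at 20 µM, scaled to each plate's controls, above about 33%, limit read from the data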
MsrA inhibitor = inhibitors of bovine MsrA; purified bovine MsrA, absorbance read-out; inhibition, % at 15.5 µM; 360,000 compounds, 0.75% hits; in the data active = inhibition above about 4.5%;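 note: 0% = vehicle wells with enzyme and 100% = reference inhibitor wells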
bovine MsrA act = bovine methionine sulfoxide reductase A activation. 360,000 compounds, 0.3% hits. activation, % at 10.6 µM. purified bovine MsrA, absorbance read-out; in the data active = activation above about 7.5%;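 note: 0% = vehicle and 100% = reference activator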
MT1-MMP act inh = MT1-MMP (human) activation inhibition. P50281. HT1080 RFP-PRO-GFP cells, GFP/RFP ratio fluorescence, overnight; percent of plate control window, DMSO zero. GFP/RFP ratio change, % at 20 µM. 360,000 compounds, 0.061% hits. AID 651647;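 active = GFP/RFP ratio change of at least 30% with cell ATP level not reduced by more than half and red fluorescence within 50% of control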; note: strong numbers were not always called active
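Assay system: HT1080 cells carrying an RFP-PRO-GFP reporter | Dosing: Single dose of 20 µM compound, 1% DMSO final | Incubation: Cells overnight before dosing, compound overnight, 37 °C, 5% CO2 | Evaluation: GFP/RFP fluorescence ratio | Control set: DMSO and RFP-L50D-GFP cell wells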
MLLE-PAM2 inh = inhibitors of microRNA-mediated deadenylation, human PABP1 MLLE binding; GST-MLLE / FITC-PAM2 fluorescence polarization; inhibition, % at 20 µM; 360,000 compounds, 0.36% hits; AID 588489; in the data active = inhibition above about 35%, passing the limit was not always enough;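 note: plate controls were DMSO wells with GST-MLLE for no effect and wells lacking GST-MLLE protein for full effect; some results filed as inactive read as strong as hits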
E coli Lon inh = inhibits E. coli Lon protease. P0A9M0. purified E. coli Lon protease, fluorescence polarization. inhibition, % at 7.94 µM. 360,000 compounds, 0.42% hits; in the data active = inhibition above about 13%, passing the limit was not always enough;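 note: 0% = enzyme with probe and DMSO and 100% = no enzyme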
FAS-TE inh = blocks the thioesterase domain of human fatty acid synthase; P49327; recombinant FAS-TE, OMFH fluorogenic substrate, fluorescence endpoint; inhibition, % at 15 µM; 360,000 compounds, 0.67% hits;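 active = compounds whose normalised, plate-corrected inhibition of enzyme fluorescence in the single-dose primary screen is 50% or more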;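 note: 0% = DMSO with enzyme and 100% = substrate without enzyme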
Rin1-Abl PPI inh = human Rin1-Abl interaction inhibition | TR-FRET Rin1/Abl binding, biochemical | 360,000 compounds, 0.4% hits | inhibition, % at 7.35 µM; in the data active = inhibition above about 5%, passing the limit was not always enough
CSN inh = CSN deneddylation inhibition. Q92905. Purified CSN, SCF-Nedd8-OG deneddylation, fluorescence polarization. inhibition, % at 12.5 µM. 360,000 compounds, 0.38% hits. AID 651999;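 active = pattern-corrected inhibition above about 35%, with an unprinted fluorescence ratio check between 0.5 and 1.5, limit read from the data, passing the limit was not always enough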;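 note: 0% = enzyme with substrate and 100% = substrate without enzyme; some results filed as inactive read as strong as hits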
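Material: purified human Csn5 enzyme expressed in HEK293T cells / Medium: Tris buffer pH 7.5, NaCl, DTT, Tween-20, trehalose, ovalbumin / Compound dosing: 12.5 µM single point / Schedule: 90 min incubation of compound, enzyme and substrate at room temperature / Signal: fluorescence polarization of the substrate / Control set: no-enzyme wells high, enzyme-with-substrate wells low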
* hit, by the source's call; i = inactive; · = no result given; + = active, no number. Hits appear at their usual frequency. About 3.7% of those tested had a hit in this group.

mol	bovine MsrA act	CSN inh	MsrA inhibitor	FAS-TE inh	MLLE-PAM2 inh	E coli Lon inh	Rin1-Abl PPI inh	Rpn11 inh	MT1-MMP act inh
O=C(CCC(=O)c1cccs1)OCC(=O)N1CCN(S(=O)(=O)c2ccccc2)CC1	1	4	-0.4	-8	3	1	3	i	0
NCCCC[C@@H](C(=O)NCCCCCCCCCCC(=O)N1CCNCC1)n1cc(CCO)nn1	-2	-1	0.3	-9	-6	7	2	i	0
NC(c1ccccc1)c1csc(Nc2cc(Oc3ccccc3)ncn2)n1 (configuration not stated)	-3	-3	0.2	-7	-25	-9	-2	i	-11
Cc1oc(CC(C)C)cc1C(=O)Nc1ccc(C(=O)O)cc1	-4	-1	0.2	-7	4	-12	-1	i	6
CNC(=S)N/N=C/c1c(Cl)cccc1Cl	-1	1	-0.2	0	21	-6	0	i	-4
COc1ccc(OCC(=O)NNC(=O)c2ccc(-c3ccccc3)cc2)cc1	-3	-2	0.1	-6	-11	-12	6	i	-1
Cc1ccc(Cl)c(OCC(=O)OC(C)C(=O)NC2CC2)c1 (configuration not stated)	0	-2	-1.2	-2	9	-4	-1	i	3
Cc1cc(C)nc(NC(=O)C(c2ccccc2)c2ccccc2)c1	-3	1	0.0	18	-2	-6	0	i	-33

Three entries from above, ordered by the value under E coli Lon inh, largest number first.
mol	E coli Lon inh
NCCCC[C@@H](C(=O)NCCCCCCCCCCC(=O)N1CCNCC1)n1cc(CCO)nn1	7
Cc1ccc(Cl)c(OCC(=O)OC(C)C(=O)NC2CC2)c1 (configuration not stated)	-4
Cc1cc(C)nc(NC(=O)C(c2ccccc2)c2ccccc2)c1	-6

The list goes on:
mol	bovine MsrA act	CSN inh	MsrA inhibitor	FAS-TE inh	MLLE-PAM2 inh	E coli Lon inh	Rin1-Abl PPI inh	Rpn11 inh	MT1-MMP act inh
Cc1cc(N2CCCCC2)nc2ccccc12	-3	-6	2.2	-4	4	1	1	i	2
CCOC(=O)c1sc(=S)sc1SCc1cccc(C(F)(F)F)c1	-5	-3	1.3	3	6	-8	2	i	-2
O=C(Nc1ccccc1)N1CCCN(c2ccc(C(F)(F)F)cc2[N+](=O)[O-])CC1	-1	-2	-1.0	27	1	1	1	i	4
Oc1ccc(/C=N/N2CCN(C3c4ccccc4-c4ccccc43)CC2)cc1	-2	-8	1.4	4	18	-3	-3	i	-2
Cc1ccc2[nH]c(=O)c(CN(CCCN3CCOCC3)C(=O)Nc3cccc(Cl)c3)cc2c1	2	2	0.8	3	11	1	-4	i	3
CC(=O)c1c(C)[nH]c(C(=O)CSc2nnc3ccccn23)c1C	-1	2	-1.3	-8	-1	-6	-2	i	2
CCCN1CCN(CCCNC(=S)Nc2ccc3nc(N4CCN(CC)CC4)cc(C)c3c2)CC1	-1	-5	1.0	-4	21	-5	-3	i	4
COC(=O)c1c(C)[nH]c(-c2csc(N)n2)c1C	5	-3	0.5	-16	-4	-2	-3	i	23
CCN(CC)S(=O)(=O)c1ccc2c(c1)N(CC(=O)N(CCc1ccncc1)C(C)C)C(=O)CO2	-4	10	1.3	-6	9	6	0	i	-3
O=C(O)c1sccc1Oc1ccc(NS(=O)(=O)c2ccc(Cl)cc2)cc1	-1	-2	0.3	-2	-9	-4	1	i	2
Cc1ccccc1CNC(=O)CCc1ccccc1	-1	-7	-0.3	0	-9	-6	3	i	-3
CCOc1cc(N2CCOCC2)c(OCC)cc1NC(=O)c1c(-c2ccccc2Cl)noc1C	-3	4	0.6	13	-3	-3	4	i	2
Cc1c(NC(=O)c2cc(=O)[nH]c3ccccc23)c(=O)n(-c2ccccc2)n1C	-13	-3	1.8	0	-6	-9	-3	i	-7
O=C1CC(c2ccccc2)c2cc(O)ccc2O1 (configuration not stated)	-13	3	-1.0	-10	10	0	1	i	6
CCOc1ccc(CCNC(=O)COC(=O)c2cc(OC)cc(OC)c2)cc1OCC	-2	1	-0.6	5	7	0	0	i	2
COc1cccc(NC(=O)CCN2CCN(C)CC2)c1	-1	3	-0.5	-8	3	-7	-2	i	3
CCOc1ccc(NC(=O)c2ccc(CNc3c(N4CCCC4)c(=O)c3=O)cc2)cc1	-5	-1	1.0	-3	1	-5	0	i	2
Cc1ccc(C(=O)N/C(=C\c2ccco2)C(=O)NCC2CCCO2)cc1C (configuration not stated)	0	1	0.9	-6	-13	1	3	i	-7
COC(=O)CCNCCSc1nnc(-c2ccco2)n1Cc1ccccc1	-3	1	-1.0	-5	-8	-12	-2	i	0
COCCCn1c(=O)/c(=C\c2ccccc2OC(F)F)s/c1=C(/C#N)C(=O)N1CCOCC1	-3	-11	0.7	13	-19	-1	1	i	-6
Cc1ccc(O)c(C(=O)c2cc(C#N)c(=O)n(Cc3ccccc3)c2)c1	-3	8	1.7	18	-16	-14	4	+	-13
CN1CCC(N2CCN(C3CN(Cc4cn(Cc5cccc(C(F)(F)F)c5)nn4)S(=O)(=O)C3)CC2)CC1 (configuration not stated)	-10	0	0.2	-6	·	-2	·	·	0
CN=c1scc(-c2cc(OC)ccc2OC)n1/N=C/c1c(C)[nH]c2ccccc12	-10	10	1.6	32	-68	-63	2	+	-20
CC(C)OCCCNC(=O)CN1CCN(Cc2ccccc2Cl)C1=O	-2	-1	0.1	-7	-3	11	-2	i	3
COC(=O)[C@]1(Sc2ccc(OC)cc2)CC(=O)N[C@@H]1c1ccccc1	-1	4	-0.5	-5	·	-6	·	·	3
c1ccc(-c2cc3nc(NCc4cccs4)nc(NCc4ccc5occc5c4)c3s2)cc1	-3	0	4.2	0	-13	-15	-1	i	-7
Cc1nc2ccc(S(=O)(=O)NCC(=O)N3CCCCC3)cc2s1	2	2	-1.1	-5	17	1	-2	i	9
COc1ccc(CNc2nccs2)cc1	-6	-2	-1.5	-3	8	-7	1	i	-2
CCN(CC)CCN1C(=O)c2ccccc2NC1c1cc(OC)c(OC)c(OC)c1 (configuration not stated)	-2	1	0.3	-8	-2	-1	1	i	6
CN(N)c1nc2ccccc2nc1C(F)(F)F	-2	-14	0.4	-3	2	2	3	i	0
CCOc1ccccc1-n1nnnc1SCC(=O)O	-2	-5	2.6	-7	10	-3	-5	i	-2
COc1ccc(OC)c(N(CC(=O)NCc2ccccc2)S(=O)(=O)c2ccc(OC)c(OC)c2)c1	-2	4	-0.4	0	-7	-11	4	i	·
CC(=C1C(=O)c2ccccc2C1=O)N1CCC(C(N)=O)(N2CCCCC2)CC1	-3	0	2.1	-2	14	0	-3	i	-6
O=C(NCCc1cnc[nH]1)c1cccs1	-8	-4	-0.4	-5	-8	-10	0	i	6
C=CCn1c(SCC(=O)O)nnc1-c1ccc(C(C)(C)C)cc1	-1	-4	-0.3	-6	-115	-4	-2	i	0
Nc1cc(C(=O)O)ccc1Nc1ccccc1	-10	0	0.5	-8	6	-2	6	i	23
COc1ccccc1-c1nnc2sc(COc3ccccc3)nn12	-2	-6	-1.4	-5	-34	6	1	i	6
O=C(CSc1ccc2nnc(CCNC(=O)c3ccccc3)n2n1)Nc1ccccc1F	-3	0	0.7	-4	17	4	-3	i	-6
CCCn1c2c(c(=N)c3c1CCC3)CCC2	1	1	-0.3	-6	-137	-1	-2	i	-5
O=C1[C@H]2[C@@H](/C=C/c3ccccc3)N3C(=O)CN(Cc4ccccn4)C(=O)[C@@]3(Cc3ccccc3)[C@H]2C(=O)N1c1ccccc1	-3	-7	-1.1	-4	-10	-6	3	i	3

Quoted at random: 6 entries already listed
mol	bovine MsrA act	CSN inh	MsrA inhibitor	FAS-TE inh	MLLE-PAM2 inh	E coli Lon inh	Rin1-Abl PPI inh	Rpn11 inh	MT1-MMP act inh
COc1ccccc1-c1nnc2sc(COc3ccccc3)nn12	-2	-6	-1.4	-5	-34	6	1	i	6
c1ccc(-c2cc3nc(NCc4cccs4)nc(NCc4ccc5occc5c4)c3s2)cc1	-3	0	4.2	0	-13	-15	-1	i	-7
COc1ccc(OC)c(N(CC(=O)NCc2ccccc2)S(=O)(=O)c2ccc(OC)c(OC)c2)c1	-2	4	-0.4	0	-7	-11	4	i	·
COc1ccc(CNc2nccs2)cc1	-6	-2	-1.5	-3	8	-7	1	i	-2
Cc1ccc2[nH]c(=O)c(CN(CCCN3CCOCC3)C(=O)Nc3cccc(Cl)c3)cc2c1	2	2	0.8	3	11	1	-4	i	3
CCOc1ccccc1-n1nnnc1SCC(=O)O	-2	-5	2.6	-7	10	-3	-5	i	-2

Other structures
mol	bovine MsrA act	CSN inh	MsrA inhibitor	FAS-TE inh	MLLE-PAM2 inh	E coli Lon inh	Rin1-Abl PPI inh	Rpn11 inh	MT1-MMP act inh
O=C(NCc1ccc(Cl)cc1)C1CCC(CNc2c(N3CCOCC3)c(=O)c2=O)CC1 (configuration not stated)	-4	-1	0.4	-3	-8	-3	-2	i	0
Cc1ccc(SCc2cc(=O)[nH]c(/N=C(\N)Nc3ccc(C)c(C)c3)n2)cc1	-3	-2	·	9	-7	1	-4	i	4
CC1(c2ccc(OC(F)F)cc2)NC(=O)N(/N=C/c2c(O)ccc3ccccc23)C1=O (configuration not stated)	-2	-13	-0.7	29	-7	9	-1	i	2
CCn1c(SCc2nc3scc(-c4ccccc4)c3c(=O)[nH]2)nnc1-c1ccc(Cl)cc1	-15	3	-1.1	-6	-37	-6	-1	i	0
COc1ccc(N(C(=O)Cn2nnc(-c3ccccc3F)n2)C(C(=O)NCC2CCCO2)c2ccc(Cl)cc2)cc1 (configuration not stated)	-7	-11	-1.1	-4	-6	-2	1	i	0
O=[N+]([O-])c1cccc(-c2nnc3cccc(Cl)n23)c1	-3	-5	-0.1	-3	-3	2	2	i	-1
NC1=NC[C@H](Cc2ccccc2)N1CCc1cc(C(F)(F)F)cc(C(F)(F)F)c1	-12	3	-1.3	-111	-3	-1	3	i	-2
Cc1ccc(COC(=O)c2ccc3ccccc3n2)cc1	0	-3	-1.0	7	2	-1	0	i	4
Cc1ccc(NC(=O)C2=CCN(S(=O)(=O)c3ccc(F)cc3)CC2)cc1	2	-2	-0.2	6	9	3	0	i	-2
O=C(Nc1cc(S(=O)(=O)N2CCCCC2)ccc1N1CCOCC1)c1cc(=O)[nH]c2ccccc12	-2	2	1.5	-2	-7	2	-1	i	8
O=C(CN(Cc1ccc2c(c1)OCO2)C(=O)CNS(=O)(=O)c1ccccc1)NCC1CCCO1 (configuration not stated)	-4	-2	0.7	-8	2	-23	1	i	2
CC1CC(C)(C)CC2(C1)NC(=O)N(CC(=O)OCc1ccc(Br)cc1)C2=O (configuration not stated)	-10	-5	-0.6	0	-1	-1	-1	i	0
Cc1cccc(Nc2n[nH]c(=S)s2)c1C	7	4	-0.9	-9	30	-15	-5	i	6
